NCI-60 one-dose screen, 48 h, at 10 µM unless noted. Numbers give growth in % (100 = growth as untreated, 0 = no growth, -100 = all killed).
HL-60(TB) = HL-60(TB) leukemia cells. actives 9% (n = 78,000); active = growth percent below 10
* marks the source's active call; other numbers are inactive results; & = joins results of further samples; [ ] = remark or other dose.

SMILES | HL-60(TB)
CCCCCCCCCCCCCCCCOc1ccc(C)cc1 | 134
O=C(O)CSc1ccc([N+](=O)[O-])c(SCC(=O)O)n1 | 101
N#Cc1c(Nc2ccc(F)cc2)n[nH]c1-c1cccs1 | 95
O=C(NCc1ccccc1O)c1cccc2ccccc12 | 67
Cc1nc2ccccc2nc1SCc1nnc(Nc2ccc(Cl)cc2)s1 | 82
Fc1ccc(-c2nn(-c3ccccc3)cc2-c2nc3ccccc3[nH]2)cc1 | 91
Cn1cnc2c1c(=O)n(CCC(=O)Nc1ccc(F)cc1)c(=O)n2C | 113
Cc1ccc2nc(NC(=O)CSc3nc(-c4ccccc4)c(C#N)c4nc5ccccc5c(=O)n34)sc2c1 | 88
c1ccc2nc(Cn3c[n+](Cc4ccc5ccccc5n4)c4ccccc43)ccc2c1 | -40*
CCCC(C)(NS(=O)(=O)c1ccccc1)C(=O)O (configuration not stated) | 103
COc1ccc(-c2cc(-c3ccc(Oc4ccnc5cc(Cl)ccc45)c(OC)c3)c3c(=O)[nH]c(N)nc3n2)cc1 | 86
Cc1ccc2c3c(ccc2c1)C(=O)c1c(ccc2c1N[C@@H]1C[C@H]2O[C@@H](C)[C@@H]1O)C3=O | 92
CN1CCN(CCOc2ccc(-c3cnc4c(-c5ccc(F)cc5)cnn4c3)cc2)CC1 | 2.5*
NCCCCCNc1noc(Cc2c[nH]c3ccccc23)n1 | 60
C#CC#CC#CC#CC#CC#CC#CC#CC[C@H]1OC[C@H](COC(=O)O[C@@H](C(=O)O[C@H]2C[C@@]3(O)[C@@H](OC(=O)c4ccccc4)[C@@H]4[C@]5(OC(C)=O)CO[C@@H]5C[C@H](O)[C@@]4(C)C(=O)[C@H](OC(C)=O)C(=C2C)C3(C)C)[C@@H](NC(=O)c2ccccc2)c2ccccc2)O1 | 11
COC(=O)C(C)CSCc1ccccc1 (configuration not stated) | 122
CCOP(=S)(OCC)Oc1cc(C)nc(C(C)C)n1 | 97&98
COc1ccc2c(c1)c(-c1nc(-c3cn(C)c4ccncc34)cs1)cn2C | 82
COc1ccc(OC)c(Nc2nc3nonc3nc2Nc2cc(OC)ccc2OC)c1 | 103
Nc1nc2ccc(-c3cccc(Cl)c3)cc2c(=O)n1-c1ccc(C(F)(F)F)cc1 | 54
COc1ccc(NC(=O)Nc2ccc(OCCCCCC(=O)Nc3ccc(C(=O)O)c(O)c3)cc2)cc1 | 69
COc1ccc(Nc2nc(=O)c3ccccc3s2)cc1OC | 94
CCN(CC)c1ccc(/C=N\Nc2ccc([N+](=O)[O-])cn2)cc1 | 104
N#C/C(=C\c1cccs1)c1nc(-c2ccc(Cl)cc2)cs1 | 95
COc1nc2cc(OC(C)C)ccc2cc1-c1nc2c(cnn2-c2ccc(Br)cc2)c(=O)[nH]1 | 96
CCCCN(C1CCN(C(=O)OC(C)(C)C)CC1)S(=O)(=O)NC(=O)OC(C)(C)C | 78
CCOc1cc(CCNS(=O)(=O)c2ccc(C)cc2)c(C(C)=O)cc1OCC | 46[100 µM]
COc1ccc(C2NC(=O)NC(/C=C/c3ccc(O)c(OC)c3)=C2C(=O)/C=C/c2ccc(O)c(OC)c2)cc1 (configuration not stated) | 119
COC(c1ccc2c(c1)OCO2)C(C)Br (configuration not stated) | 95
NC(=O)c1sccc1Nc1ccnc(C(F)(F)F)c1 | 96
CC(C)(C)c1ccccc1N | 86
CSc1nc(-c2cccs2)c2c(N)nn(S(=O)(=O)c3ccccc3)c2n1 | 111
CC(C)=NNc1cnnc2ccc([N+](=O)[O-])cc12 | 103
O=C(CSc1nnc2n1N=C(c1ccc(-c3ccccc3)cc1)CS2)c1ccc(-c2ccccc2)cc1 | 102
C[C@]12C[C@H](c3ccoc3)OC(=O)[C@H]1CC[C@@]1(C)[C@@H]2[C@H]2C=C[C@]1(O)C(=O)O2 | 74
CC(=O)c1sc(-c2ccc(F)cc2)cc1N | 89
NS(=O)(=O)c1ccc(CCN2C(=O)/C(=C\c3ccc(Cl)cc3)C=C2c2ccc(-c3ccccc3)cc2)cc1 | 72
CCCCC(O)CCCC | 99
CCCCC(CC)OC(=O)C(Br)CC (configuration not stated) | 100
Cc1cc(NS(=O)(=O)c2ccc(N/C=C/C(=O)c3cc4cc(Br)ccc4oc3=O)cc2)no1 | 94
CSc1nc2sc3c(C)ccc(C)c3n2c(=N)c1C#N | 112
CC(=O)Nc1nc2c(s1)CCCc1ccn(S(=O)(=O)c3ccccc3)c1-2 | 105
CCCCc1nc(Cl)c(C2CC(c3ccc(C(F)(F)F)cc3)=NN2c2ccc(Cl)cc2)[nH]1 (configuration not stated) | 78
O=C(Nc1ccc(N2CCOCC2)cc1)Nc1ccc2c(ccn2C(=O)c2cccc(F)c2)c1 | 97
O=P(c1ccc(F)cc1)(c1ccc(F)cc1)c1ccc(F)cc1 | 99
CCc1c(C(=O)N[C@@H]2c3cc(Cl)ccc3CC[C@H]2O)[nH]c(C)c1C(C)=O | 58
Cc1cccc(C)c1NC(=O)CCl | 69
C/C(=N/O)c1ccc(N2C(=O)c3c(Cl)c(Cl)c(Cl)c(Cl)c3C2=O)cc1 | 106
CS(=O)(=O)N1CCCCC1CCN1CCCCC1 (configuration not stated) | 70
Cc1ccc(C(=O)c2ccc(CC(=O)N/N=C/c3ccc(O)cc3O)n2C)cc1 | 4.5*
Additional records.
SMILES | HL-60(TB)
O=C1c2cccc3c(-c4ccc(-c5nc6c7ccccc7c7ccccc7c6[nH]5)cc4)ccc(c23)C(=O)N1CCO | 73
CC1=C[C@H]2C[C@H](C)[C@H]3CC[C@H](C)C4=C3[C@@](O)(OC4=O)[C@@]2(C)C1 | 99
O=C(c1ccc(F)cc1)C(c1c[nH]c2ccccc12)c1c[nH]c2ccccc12 | 42
O=C(O)c1ccc(-n2cc(CO)c(-c3ccc(F)c(F)c3)n2)cc1 | 96
Cc1cn2nc(C)sc2n1 | 99
O=C(Nc1cccc(Cl)c1)Sc1ccccc1 | 84
CC(=O)OC1(C(C)=O)CCC2C3CCC4=CC(=O)CCC4(C)C3CCC21C (configuration not stated) | 119
CC(=O)OC1C(C)C2CCC13CCC(C)CC23 (configuration not stated) | 116
COc1cc(C(=O)/C=C/c2c(-c3ccc(Cl)cc3)nc3sc(-c4ccccc4)c(-c4ccccc4)n23)cc(OC)c1OC | 44
O=Cc1cn(S(=O)(=O)c2ccc(Cl)cc2Cl)c2ccccc12 | 90
COc1cc(-c2nc3ccc([N+](=O)[O-])cc3[nH]2)ccc1OCC(=O)N=Nc1c(O)[nH]c2ccc(Cl)cc12 | 107
COc1ccc2c(=O)c(C)c(C(=O)N[C@@H](Cc3ccccc3)C(=O)C(=O)NCc3ccccc3)oc2c1 | 93
O=C(CC1(O)C(=O)N(Cc2ccccc2)c2ccccc21)c1cc2ccccc2oc1=O (configuration not stated) | 83
COc1ccc(/C=N/n2c(CN3CCOCC3)nc3ccccc3c2=O)cc1 | 101
COc1cc(-c2nc3sccn3c2-c2ccnc(NCCCNS(=O)(=O)c3ccc(F)cc3)n2)ccc1F | 65
COc1cccc(NC(=O)Nc2ccc(Nc3ncnc4sc5c(c34)CCN(C(=O)OC(C)(C)C)C5)cc2)c1 | 97
CC(=O)c1sc(-c2ccccc2)cc1N | 84
Ic1ncnc2c1ncn2C1CCCCO1 (configuration not stated) | 89
CC(=O)N(CC(C)C)N=O | 95
CCCCCC(=O)Oc1ccc(OCc2ccccc2)cc1 | 76
NC(=O)c1cccc(-n2ccc3cc(NC(=O)Nc4ccc(N5CCOCC5)c(C(F)(F)F)c4)ccc32)n1 | -52*
O=C1/C(=C/c2cc(-c3ccc4c(c3)OCO4)n[nH]2)Cc2ccccc21 | 92
CC(O)C(=O)OCCOc1ccc(Cl)cc1Cl (configuration not stated) | 88
COc1ccc(N2C(=O)CC(c3cc(OC)c(OC)c(OC)c3)C3C2=NC(=O)N3C)cc1 (configuration not stated) | 107
N#Cc1nc(CC(=O)c2ccccn2)c(CC(=O)c2ccccn2)nc1C#N | 42
COc1ccc(/C(C)=N/N=C2C(=O)Nc3ccc(Br)cc32)cc1S(N)(=O)=O | 81
CC(=Nc1ccccc1)C1=C(O)C(Cc2ccc(O)cc2)NC1=O (configuration not stated) | -51*
O=C1/C(=C/c2ccc(-c3cccc([N+](=O)[O-])c3)o2)SC(=S)N1Cc1ccc2c(c1)OCO2 | 100
O=C(Cn1nncc1CN1C(=O)CSC1=O)Nc1ccc(F)cc1 | 100
CCOC(=O)C1(c2ccc(O)c(O)c2)CCN(C)CC1 | 100
CCN(CC)CCOc1cccc(OC)c1 | 71
CS(=O)(=O)Nc1cccc(-n2c(COc3ccc(Br)cc3)nc3ccccc32)c1 | 105&113
O=C(CC12CC3CC(CC(C3)C1)C2)NCCOCCOCCNC(=O)c1cc2c(o1)C(=O)c1ccccc1C2=O | -16*
CC(=O)NC1=CC2C(O)c3ccccc3N3C(=O)CO[C@]23C=C1 (some centres not stated) | 89
Cc1ccc2oc(=O)cc(-c3nc4ccc(N)cc4[nH]3)c2c1 | 99
C=CCC(CC)(C(=O)Nc1ccc2nc(C)cc(N)c2c1)C(=O)Nc1ccc2nc(C)cc(N)c2c1 | 103
COc1ccc2c3c(c4ccccc4cc13)C(=O)N(CCN(C)CCN)C2=O | -58*
CC(=O)NC(CS(=O)(=O)Cc1ccc([N+](=O)[O-])cc1)C(=O)O (configuration not stated) | 92
CS(=O)(=O)c1ccc(/C(=N/N=C(N)N)c2ccc(F)cc2)cc1 | 98
CC/C=C/CC | 88
c1ccc(N2CCN(c3nncc4ccccc34)CC2)nc1 | 97
NS(=O)(=O)c1ccc(Nc2ccnc(SCC(=O)c3ccc(Br)cc3)n2)cc1 | 103
CCn1c(C)nc([N+](=O)[O-])c1Sc1nc(N)nc2nc[nH]c12 | 51
O=c1[nH]c(=S)[nH]c2nccnc12 | 99
CNC1=C([N+](=O)[O-])C(c2ccc(F)cc2)C(C#N)=C(c2ccc[nH]2)O1 (configuration not stated) | 93
COC(=O)C1C2CC3c4[nH]c5cc(OC)ccc5c4CCN3CC2CC(O)C1OC (configuration not stated) | 97&100&112
Cc1cccc(-c2nc(NC(=O)c3cccnc3N)nc(NC(=O)c3cccnc3N)n2)c1O | 96
Cc1cc(C#Cc2ccc(C(C)(C)C)cc2)ccc1-n1c(/C=C/c2c(Cl)cccc2Cl)nc2ccccc2c1=O | 100
CS(=O)(=O)c1ccc(C(=O)c2ccc(F)cc2)cc1 | 101
COc1ccc2c(c1)N=C(OCCCCl)Cn1c(=O)cc(C)n1-2 | 98
(next part)
SMILES | HL-60(TB)
CCOP(=O)(OCC)OCc1ccc(C)c(C)c1 | 104
NC(N)=NCCOc1nc(Oc2ccccc2C(=O)O)cc(-c2ccco2)n1 | 92
N#C/C(=C\c1c(O)ccc2ccccc12)c1ccc([N+](=O)[O-])cc1 | 112
Cc1ccc(-c2csc(N(C(=O)N3CCN(c4cc5c(cc4F)c(=O)c(C(=O)O)cn5C4CC4)CC3)c3ccccc3)n2)cc1 | 1.9*
Cc1ccc(S(=O)(=O)N2CCC(Cc3cc4ccccc4o3)C2)cc1 (configuration not stated) | 99
COc1cccc(C(=O)OCCn2nc3c4c(cccc42)C(=O)c2ccccc2-3)c1O | 0.1*
O=C(Nc1cccc(Cl)c1)OCCOC(=O)Nc1cccc(Cl)c1 | 83
OC1CCC2CN3CCc4c([nH]c5ccccc45)C3CC2C1 (configuration not stated) | 89
COC(=O)CC(CC(=O)OC)n1cccc1 | 94
Nc1ccc(Oc2c(F)c(F)c(Oc3ccc(N)cc3)c(F)c2F)cc1 | 77

Reformatted: results already given
SMILES	HL-60(TB)
NS(=O)(=O)c1ccc(Nc2ccnc(SCC(=O)c3ccc(Br)cc3)n2)cc1	103
CCn1c(C)nc([N+](=O)[O-])c1Sc1nc(N)nc2nc[nH]c12	51
O=c1[nH]c(=S)[nH]c2nccnc12	99
CNC1=C([N+](=O)[O-])C(c2ccc(F)cc2)C(C#N)=C(c2ccc[nH]2)O1 (configuration not stated)	93
COC(=O)C1C2CC3c4[nH]c5cc(OC)ccc5c4CCN3CC2CC(O)C1OC (configuration not stated)	97&100&112
Cc1cccc(-c2nc(NC(=O)c3cccnc3N)nc(NC(=O)c3cccnc3N)n2)c1O	96
Cc1cc(C#Cc2ccc(C(C)(C)C)cc2)ccc1-n1c(/C=C/c2c(Cl)cccc2Cl)nc2ccccc2c1=O	100
CS(=O)(=O)c1ccc(C(=O)c2ccc(F)cc2)cc1	101
COc1ccc2c(c1)N=C(OCCCCl)Cn1c(=O)cc(C)n1-2	98
CCOP(=O)(OCC)OCc1ccc(C)c(C)c1	104
NC(N)=NCCOc1nc(Oc2ccccc2C(=O)O)cc(-c2ccco2)n1	92
N#C/C(=C\c1c(O)ccc2ccccc12)c1ccc([N+](=O)[O-])cc1	112
Cc1ccc(-c2csc(N(C(=O)N3CCN(c4cc5c(cc4F)c(=O)c(C(=O)O)cn5C4CC4)CC3)c3ccccc3)n2)cc1	1.9*
Cc1ccc(S(=O)(=O)N2CCC(Cc3cc4ccccc4o3)C2)cc1 (configuration not stated)	99
COc1cccc(C(=O)OCCn2nc3c4c(cccc42)C(=O)c2ccccc2-3)c1O	0.1*
O=C(Nc1cccc(Cl)c1)OCCOC(=O)Nc1cccc(Cl)c1	83

(listing goes on)
SMILES | HL-60(TB)
Cc1cccc(NC(=O)COC(=O)c2ccc(S(=O)(=O)N3CCCC3)cc2)c1C | 98
COc1cc2c(=O)n(CCN(C)C)c3c4cc5c(cc4ccc3c2cc1OC)OCO5 | 8.0*
CCNC1(C(N)=O)CCN(Cc2ccccc2)CC1 | 59
O=S(=O)(Nc1ccccc1)c1ccc(C2CC3(Cl)C(Cl)=C(Cl)C2(Cl)C3(Cl)Cl)cc1 (configuration not stated) | 13
COc1ccc(OC(=O)Nc2ccc([N+](=O)[O-])cc2OC)cc1 | 78
CC(C)(C)OOC(=O)/C=C\C(=O)OOC(C)(C)C | 75
O=c1c2cc(Cl)ccc2nc(SCc2ccccc2)n1-c1ccc(Cl)cc1 | 98
Cc1ccc(NC(=O)Nc2ncn[nH]2)c(C)c1 | 91
Clc1ccc(/C=N/c2nnc(-c3ccc(Cl)cc3)o2)cc1 | 98
CC(C)CC(NC(=O)CI)C(=O)O (configuration not stated) | 108
Cc1nc(N)sc1S(=O)(=O)F | 102
O=C1c2cc(O)c(O)cc2O[C@H](c2ccc(O)c(O)c2)[C@H]1O | 87
CCOC(=O)CC(c1ccccc1)C(C#N)c1ccccc1 (configuration not stated) | 99
CC(C)(CC(=O)c1ccccc1)CC(=O)c1ccccc1 | 103
O=[N+]([O-])c1ccc(Br)c([N+](=O)[O-])c1 | 43

From PubChem BioAssay

The list is partial; rates above refer to the full screens.
